hcDAF-12 act – activates DAF-12 receptor from parasite H. contortus. HEK293 hcDAF-12 lit1-tk-luc reporter, luminescence; 0% DMSO, 100% Δ7-dafachronic acid. 370,000 tested, 1.4% active. activation, % at 6.8 µM;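 active = activation above the mean of all tested compounds plus 3 SD, cut at about 5.5% in these data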;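 also: 100% = response to 3 µM Δ7-dafachronic acid high control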
hgDAF12 agonist – hgDAF-12 agonism, primary luciferase screen. HEK293 GAL4-hgDAF12 UAS-luciferase reporter, agonist luminescence; normalized to butyrate control. activation, % at 6.8 µM. 370,000 tested, 1.8% active. AID 687014;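 active = activation above a cutoff set at the mean of all screened compounds plus 3 SD, cut at about 10% in these data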;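 also: 0% = DMSO wells and 100% = sodium butyrate wells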
sPLA2-III inh – Inhibits HGIII-sPLA2 liposome hydrolysis, primary screen | Q9NZ20 | QFRET BODIPY PC-A2 liposome hydrolysis, fluorescence | inhibition, % at 12.2 µM | 370,000 tested, 0.56% active | AID 743126;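 active = inhibition above mean plus 3 SD of compounds lying within the high and low control bounds, cut at about 19% in these data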;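 also: 0% = median of test compound wells and 100% = no enzyme DMSO wells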
DAX1 inh-1 – inhibitors of human orphan nuclear receptor DAX1 (NR0B1). P51843. HEK293 Gal4-DAX1 luciferase reporter, luminescence. inhibition, % at 6.75 µM. 340,000 tested, 0.99% active. AID 504766;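 active = inhibition above the mean over all tested compounds plus 3 SD, cut at about 4.2% in these data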;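 also: 0% = DAX1-transfected cells with DMSO and 100% = empty-vector control cells with DMSO; inhibition shows as a rise in luminescence from relieved DAX1 repression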
Target sequence (P51843 207-470 limits assumed): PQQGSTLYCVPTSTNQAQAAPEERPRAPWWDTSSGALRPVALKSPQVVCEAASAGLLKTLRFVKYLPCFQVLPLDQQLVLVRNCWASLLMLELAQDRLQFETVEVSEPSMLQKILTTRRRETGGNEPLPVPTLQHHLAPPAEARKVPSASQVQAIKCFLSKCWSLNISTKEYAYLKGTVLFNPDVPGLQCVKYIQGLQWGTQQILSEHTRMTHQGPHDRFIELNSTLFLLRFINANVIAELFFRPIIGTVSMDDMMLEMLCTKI
PLCb3 inh – inhibitors of human phospholipase C beta3; Q01970; Purified PLC-beta3, fluorogenic substrate, fluorescence; inhibition, % at 12.2 µM; 370,000 tested, 0.18% active; AID 720704; in the data active = inhibition above about 11%;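 also: 0% = median of compound wells on plate and 100% = full blocker control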
ssDAF12 agonist – S. stercoralis DAF-12 activation, primary screen | 370,000 tested, 1% active | HEK293 ssDAF-12/GRIP1 lit1-tk-luc reporter, luminescence; % of 3 µM dafachronic acid response | activation, % at 6.8 µM;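 active = activation above the mean over all tested compounds plus 3 SD, cut at about 0.9% in these data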;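 also: 0% = DMSO-only wells and 100% = 3 µM delta7-dafachronic acid wells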
NR1D1 modulator – modulates human Rev-erb alpha binding to DNA | activity, % at 10 µM | P20393 | 370,000 tested, 0.79% active | Rev-erbα–FITC-DNA binding, fluorescence polarization, 90 min | AID 1259318;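 active = activity above about 14%, limit read from the data; passing the limit was not always enough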;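 also: 0% = DMSO wells with 35 nM protein and 100% = DMSO wells with 750 nM protein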
Target sequence (P20393 whole entry, looked up): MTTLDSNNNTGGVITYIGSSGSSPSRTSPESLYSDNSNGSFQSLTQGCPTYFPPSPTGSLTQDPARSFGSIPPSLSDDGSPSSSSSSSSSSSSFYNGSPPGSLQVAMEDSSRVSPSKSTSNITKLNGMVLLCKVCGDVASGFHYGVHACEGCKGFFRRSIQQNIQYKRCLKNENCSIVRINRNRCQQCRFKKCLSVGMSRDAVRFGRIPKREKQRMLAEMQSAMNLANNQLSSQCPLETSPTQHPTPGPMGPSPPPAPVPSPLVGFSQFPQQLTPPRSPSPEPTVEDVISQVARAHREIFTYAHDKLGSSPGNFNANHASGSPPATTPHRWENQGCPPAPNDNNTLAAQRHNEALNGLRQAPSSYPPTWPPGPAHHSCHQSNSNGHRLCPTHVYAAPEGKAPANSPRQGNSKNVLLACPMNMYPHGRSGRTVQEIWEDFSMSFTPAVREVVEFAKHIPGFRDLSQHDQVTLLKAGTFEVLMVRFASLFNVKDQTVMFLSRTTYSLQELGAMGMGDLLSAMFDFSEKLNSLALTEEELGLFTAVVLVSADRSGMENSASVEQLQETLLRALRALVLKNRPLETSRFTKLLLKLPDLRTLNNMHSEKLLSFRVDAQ
DAX1 inh-2 – DAX1 (NR0B1) inhibition, primary screen; HEK293T StAR-luciferase reporter, SF-1/DAX-1 repression relief; inhibition, % at 6.8 µM; 370,000 tested, 1.1% active; AID 652010;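 active = inhibition above the mean over all tested compounds plus 3 SD, cut at about 3.6% in these data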;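 also: 0% = DAX-1 cells with DMSO and 100% = cells lacking DAX-1 with DMSO; higher inhibition means more luminescence from relief of DAX-1 repression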
PG9 Ab binder – binds the HIV-1 gp120 antibody PG9. TR-FRET gp120-PG9 antibody binding. inhibition, % at 6.7 µM. 360,000 tested, 0.43% active. AID 624416; in the data active = inhibition above about 8.5%
SMARCA2 activ – activators of SMARCA2 function; activation, % at 9.1 µM; MG213 cells, MMTV-luciferase reporter, dexamethasone, overnight; 370,000 tested, 1% active; AID 652017; in the data active = activation above about 7.8%;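 also: 0% = vehicle wells and 100% = reference activator wells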
FXN GAA850 act – frataxin GAA850 promoter activation | HEK293 lucGAA850 FXN promoter luciferase reporter, 24 h; percent of 10 µM SAHA response | activation, % at 6 µM | 360,000 tested, 0.56% active | AID 540364;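 active = activation above the average of all compounds screened plus 3 SD, cutoff fixed separately per campaign, cut at about 7.5% in these data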;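 also: 0% = DMSO wells and 100% = 10 µM SAHA wells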
The depositor's hits bear a star; / = no result given.

Below each SMILES – hcDAF-12 act, hgDAF12 agonist, sPLA2-III inh, DAX1 inh-1, PLCb3 inh, ssDAF12 agonist, NR1D1 modulator, DAX1 inh-2, PG9 Ab binder, SMARCA2 activ, FXN GAA850 act
> CC(NC(=O)c1ccc(Cl)cc1)C(=O)N1CCCCC1 (configuration not stated)
  -0.1, -0.5, 1, 0.6, 5, -1.6, -4, -1.3, 0.4, 1, 0.1
> CC(=O)N(CCCCl)C(C#N)c1ccccc1 (configuration not stated)
  1.8, 2.2, 5, 1.4, 4, -0.6, 3, -0.1, -0.9, 1, 0.3
> COc1ccc(Cl)cc1C(=O)Nc1nnn(C)n1
  -1.4, -1.9, -2, 1.3, 0, -0.5, -3, 0.2, -0.7, -2, 1.9
> COCCNC(=O)CN(Cc1ccc(F)cc1)C(=O)CCC(=O)Nc1nccs1
  -0.3, -3.6, 7, 4.2*, 1, -0.8, 13, -0.2, 2.0, -4, 0.5
> COc1ccc(S(=O)(=O)N2CCC[C@H]2C(=O)N2CCC[C@H]2C(=O)NCc2ccncc2)cc1C
  1.1, 4.4, -2, /, 6, -0.9, -3, 0.9, 5.7, -4, /
> CCCN1C2CCCC1CC(NC(=O)c1ccc(F)cc1)C2 (configuration not stated)
  -1.8, 0.6, 5, 0.6, 4, -0.8, -3, 0.5, -0.6, -1, -2.3
> Cc1cc(C(=O)Nc2c(C)nn(Cc3ccccc3Cl)c2C)no1
  0.3, -0.4, 8, 0.2, 0, -1.2, -1, -0.8, 0.2, -4, 0.7
> Cc1ccc2[nH]c(O)c(N=NC(=O)CCc3ccccc3)c2c1Br
  -0.9, -0.7, -2, 3.8, 5, -0.1, 9, 0.8, 1.3, -3, 1.9
> O=C(O)c1ccccc1C(=O)NCCc1c(C(=O)O)[nH]c2ccc(Cl)cc12
  1.4, -3.5, 6, -2.1, -5, -0.7, -2, -0.4, -0.6, 1, -1.3
> CC(=O)Nc1ccc(NS(C)(=O)=O)cc1
  -0.6, 1.0, 2, -0.2, -2, -0.6, -4, 1.0, -0.4, -1, -0.5
> COc1ccccc1NC(=O)C(C)OC(=O)/C(=C/c1ccccc1)NC(C)=O (configuration not stated)
  -0.7, 0.0, 4, 1.1, -9, -0.9, 3, -0.1, -0.5, -1, 0.9
> O=C(Nc1ccc(O)c(-c2nc3ccccc3s2)c1)c1cc(=O)c2ccccc2o1
  -0.1, 0.2, 9, -0.6, 0, -0.7, -29, -0.3, -0.3, -3, -0.9
> COC(=O)CN(c1ccc(Cl)cc1C)S(C)(=O)=O
  -0.2, -4.3, 6, -0.3, 0, -1.9, 1, 0.1, 0.5, -3, 1.4
> COc1ccc(NC(=O)COc2ccc3c(c2)CCC3)cc1S(N)(=O)=O
  0.1, 5.7, 0, -0.8, -2, -0.8, -3, -1.9, 1.1, 0, 2.2
> Cc1ccccc1/C=N/Nc1ccc(Cl)nn1
  0.0, 3.2, 0, -1.4, -9, -1.8, 8, 1.1, -0.9, 0, 1.5
> COc1ccc(C(=O)NC(=S)NC(C)(C)C)cc1Br
  0.6, 4.5, 11, -0.3, 1, -1.2, -5, 0.5, -0.2, 3, 4.8
> Cc1cc(Br)ccc1NC(=O)C1CCCO1 (configuration not stated)
  0.5, 1.0, 3, 0.6, 2, -1.5, -2, 0.7, 1.1, -1, 0.1
> CCCCCC(=O)N1C[C@H](O)[C@@H](n2cc(-c3ccc(F)cc3)nn2)C[C@@H]1c1ccc(OC)cc1
  -0.9, -2.4, -18, 0.8, 3, -1.1, 6, -1.0, -0.8, -2, 1.0
> C#CCOCCOCCOCCNc1nc(N2CCN(C(=O)Cn3cc(CCCCN)nn3)CC2)nc(N2CCN(C(=O)[C@H](C(C)C)n3cc(CCO)nn3)CC2)n1
  0.5, -0.2, -3, 0.7, 1, -0.7, 0, 0.4, -0.2, 1, 1.8
> NC(c1csc(NC(=O)c2cccc(OC(F)(F)F)c2)n1)c1ccccc1Cl (configuration not stated)
  -1.3, 5.3, 37*, /, -10, -1.9, 7, -0.1, 0.3, -2, -1.7
> Cc1ccc(NC(=O)c2cc(-c3ccc4c(c3)OCO4)on2)cc1
  0.4, 1.8, -2, 2.2, -2, -0.5, 11, 0.2, 0.5, 0, 0.0
> CN(Cc1ccc(F)cc1)C(=O)C(Cc1ccccc1)NC(=O)c1ccccc1 (configuration not stated)
  -0.3, -0.7, 2, -2.3, 2, -1.2, 1, -1.9, 1.0, -2, -0.2
> Cc1ccccc1C(=O)Oc1cccc2c(O)cccc12
  -0.5, 1.0, -33, 0.4, -5, -0.5, 3, -0.2, -1.0, 1, 0.7
> CCN(C(=O)c1c(-c2ccccc2)noc1C)c1ccccc1
  0.0, -1.5, 1, 0.4, 3, -1.0, 2, -0.3, -1.4, 1, -2.8
> CC1CCCC/C1=N\Nc1ccc(S(N)(=O)=O)cc1[N+](=O)[O-] (configuration not stated)
  -2.8, -1.9, 3, -1.1, 4, -1.5, 6, -0.4, -0.1, 1, 1.1
> CN=CC1=C(O)C(C(=O)OC)C(C)(C)CC1=O (configuration not stated)
  -0.6, 1.1, 5, 4.3*, -1, -0.7, -4, -0.1, -0.9, -3, 1.6
> CC1=NN(/C(=N\c2nnc(C)s2)Nc2ccccc2)[C@H](c2ccc(C)cc2)S1
  -1.5, -0.2, -2, 1.5, -3, -2.0, 7, -0.7, 1.2, 0, -3.2
> CC(C)n1cc(C(N)=S)c(=O)n(Cc2ccccc2)c1=O
  -2.0, -3.7, 21*, -1.2, -7, -1.5, -1, -0.5, -0.8, -3, 0.4
> CCN1C(=O)[C@H]2[C@@H](c3ccc(-c4ccc(F)cc4)cc3)N[C@@](CC(C)C)(C(=O)OC)[C@H]2C1=O
  -1.5, -0.4, 2, -0.7, 1, -1.1, 5, -0.3, -1.7, 0, -1.4
> CCCNC(=O)c1cc(-c2ccccc2)c(N2CCCCC2)s1
  -1.5, -0.2, 0, -0.2, -2, -0.8, 93*, 0.8, 2.6, -1, 1.5
> C=CCn1cccc(C(=O)Nc2ccc(Cl)cc2)c1=O
  -0.9, 3.3, -1, -2.1, -6, -1.1, 5, -0.7, -1.1, -2, 4.7
> CCN1C(=O)S/C(=C/c2ccc(Oc3ccc([N+](=O)[O-])cn3)c(OC)c2)C1=O
  -0.1, -1.6, 1, 0.2, 2, -0.9, -3, -0.5, -0.6, 0, -1.6
> Cc1ccc(NS(=O)(=O)c2cccc(C(=O)NCC(c3ccc(F)cc3)N3CCOCC3)c2)cc1 (configuration not stated)
  -1.9, -2.6, -21, -0.8, -3, -0.8, -5, 0.0, 0.8, 1, -0.7
> CCCOC(=O)c1cc(NC(=O)/C=C/c2ccccc2)ccc1O
  -0.8, 2.1, -9, /, -5, -1.3, 7, -0.3, -2.9, 2, 2.3
> O=C(c1cc(-c2ccccc2O)on1)N1CCc2ccccc2C1
  -1.3, 5.6, -22, 0.7, -7, -0.7, 6, 2.1, 1.2, 8.6*, 0.1
> CCOc1ccc(CCNC(=O)CS(=O)Cc2nc(-c3ccccc3Cl)oc2C)cc1OCC (configuration not stated)
  -0.4, 1.2, -2, 0.4, -5, -1.4, -3, -0.1, -1.0, 2, 0.6
> CC(NC(=O)c1ccc(Cl)c(Cl)c1)c1ccc(-c2ccccc2)cc1 (configuration not stated)
  -1.8, -1.1, 0, -0.1, -5, -0.6, 1, -0.4, -0.9, 2, 0.7
> O=C(NCCc1ccc(Cl)cc1Cl)c1cc([N+](=O)[O-])c[nH]c1=O
  -1.2, 1.1, -15, -0.1, -10, -0.6, -2, 0.3, -0.5, -3, -1.5
> Cc1ccc(NC(=O)CSc2n[nH]c(N)n2)cc1S(=O)(=O)N1CCOCC1
  -0.7, -0.2, -2, 0.2, -4, -1.5, 5, 0.3, 0.2, 0, 0.1
> COc1ccc(C)cc1-n1nnnc1SCC1CCCO1 (configuration not stated)
  1.7, -1.1, -3, -1.1, 1, -0.5, 2, -0.7, -0.3, -1, -0.3

Whole records from above. Order of screens: hcDAF-12 act | hgDAF12 agonist | sPLA2-III inh | DAX1 inh-1 | PLCb3 inh | ssDAF12 agonist | NR1D1 modulator | DAX1 inh-2 | PG9 Ab binder | SMARCA2 activ | FXN GAA850 act
CN=CC1=C(O)C(C(=O)OC)C(C)(C)CC1=O (configuration not stated) across the screens: -0.6 | 1.1 | 5 | 4.3* | -1 | -0.7 | -4 | -0.1 | -0.9 | -3 | 1.6
C=CCn1cccc(C(=O)Nc2ccc(Cl)cc2)c1=O across the screens: -0.9 | 3.3 | -1 | -2.1 | -6 | -1.1 | 5 | -0.7 | -1.1 | -2 | 4.7
COc1ccc(C)cc1-n1nnnc1SCC1CCCO1 (configuration not stated) across the screens: 1.7 | -1.1 | -3 | -1.1 | 1 | -0.5 | 2 | -0.7 | -0.3 | -1 | -0.3

The list continues.
Below each SMILES – hcDAF-12 act, hgDAF12 agonist, sPLA2-III inh, DAX1 inh-1, PLCb3 inh, ssDAF12 agonist, NR1D1 modulator, DAX1 inh-2, PG9 Ab binder, SMARCA2 activ, FXN GAA850 act
> COc1cc(OC)cc(C(=O)NC(C(=O)Nc2ccc3c(c2)CCC3)C(C)C)c1 (configuration not stated)
  -0.7, 2.6, -3, 0.5, -3, -1.4, 0, -0.3, -0.6, -3, 1.3
> C[C@@H]1/C=C/CC(=O)N[C@H](c2ccccc2)[C@H](C)/C=C/CC(=O)N[C@@H]1c1ccccc1
  -1.2, -3.1, 6, /, -4, -1.4, 5, -1.1, /, -5, /
> Cc1ccc(S(=O)(=O)NNC(=O)Nc2ccc(Cl)cc2)cc1
  -2.0, 0.8, -17, 2.7, 3, -1.1, -3, 0.3, 1.1, 8.8*, -1.8
> Cc1cc2nc(-c3ccccn3)c(-c3ccccn3)nc2cc1C
  1.6, 6.3, -1, 1.0, -3, -0.9, 2, -0.3, -3.4, 5, 2.6
> COCCN(C(=O)c1ccccc1OC)c1nnc(C)s1
  2.4, -0.8, 0, 1.1, -7, -0.1, -3, 0.2, 0.0, -2, 2.9
> Cc1cc(C)cc(NC(=O)OC2CC3CC2[C@H]2CCCCN2[C@H]3C)c1 (some centres not stated)
  -1.8, 0.3, 4, /, -5, -0.4, 5, 0.2, /, -2, /

Screening data as filed in PubChem BioAssay.
